# M1 antag: human CHRM1 antagonism; P11229; CHO-K1 hM1, Fluo-8 calcium fluorescence, ACh EC80 antagonist; inhibition, % at 3 µM; 360,000 compounds, 1.3% hits;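 active = percent inhibition above its own plate's cutoff, namely the mean of that plate's compound wells plus 3 SD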;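 note: peak over basal fluorescence ratio during 140 s after agonist addition; 0% = ACh EC80 plus DMSO and 100% = DMSO alone without agonist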
# M4 PAM: potentiates acetylcholine response at human M4 receptor; P08173; CHO-K1 hM4/Gqi5, Fluo-8 calcium fluorescence, ACh EC20; 0% = ACh EC20, 100% = maximal ACh; activation, % at 3 µM; 360,000 compounds, 0.4% hits; AID 624126;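 active = activation above its plate's cutoff, the mean activation of sample wells plus 3 SD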; note: some results filed as inactive read as strong as hits
# Target sequence (P08173 whole entry, looked up): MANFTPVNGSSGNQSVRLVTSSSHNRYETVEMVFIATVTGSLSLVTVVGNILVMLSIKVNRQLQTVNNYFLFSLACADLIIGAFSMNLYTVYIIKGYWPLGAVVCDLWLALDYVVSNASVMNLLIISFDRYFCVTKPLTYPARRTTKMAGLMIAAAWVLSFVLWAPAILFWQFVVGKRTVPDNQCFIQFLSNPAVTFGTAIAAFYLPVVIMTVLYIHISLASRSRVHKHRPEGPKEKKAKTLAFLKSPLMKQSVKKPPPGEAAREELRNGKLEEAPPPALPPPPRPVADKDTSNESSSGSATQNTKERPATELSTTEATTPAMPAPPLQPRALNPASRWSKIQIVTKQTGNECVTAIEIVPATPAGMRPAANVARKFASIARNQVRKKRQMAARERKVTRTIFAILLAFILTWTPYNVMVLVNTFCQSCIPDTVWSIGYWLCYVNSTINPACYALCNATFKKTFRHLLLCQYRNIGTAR
# M5 PAM: potentiates acetylcholine response at human M5 receptor. P08912. CHO-K1 hM5, Fluo-8 calcium, ACh EC20 PAM; 0% = ACh EC20, 100% = ACh EC100. activation, % at 3 µM. 360,000 compounds, 0.3% hits;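 active = activation above the run cutoff, the mean activation of all test compounds plus 3 SD, cut at about 18% in these data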
# Target sequence (P08912 whole entry, looked up): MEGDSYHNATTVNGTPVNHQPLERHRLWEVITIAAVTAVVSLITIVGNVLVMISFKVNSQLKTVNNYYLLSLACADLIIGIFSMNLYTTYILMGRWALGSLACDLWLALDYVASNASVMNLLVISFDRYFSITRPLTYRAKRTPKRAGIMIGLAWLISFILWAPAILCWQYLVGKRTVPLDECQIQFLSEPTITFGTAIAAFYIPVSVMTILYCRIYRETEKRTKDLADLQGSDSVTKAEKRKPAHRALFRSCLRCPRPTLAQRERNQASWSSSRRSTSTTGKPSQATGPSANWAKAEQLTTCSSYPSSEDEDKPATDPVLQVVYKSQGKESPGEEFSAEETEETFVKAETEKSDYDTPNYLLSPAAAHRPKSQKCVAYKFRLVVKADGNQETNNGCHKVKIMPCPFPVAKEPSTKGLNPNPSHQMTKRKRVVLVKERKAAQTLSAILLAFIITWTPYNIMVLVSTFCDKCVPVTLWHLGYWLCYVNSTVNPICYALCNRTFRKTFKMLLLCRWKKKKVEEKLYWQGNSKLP
#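 Test system: CHO-K1 hM5 cells / Doses: single-point, 3 µM nominal / Times: Post-acetylcholine fluorescence recording 140 s / Technique: Fluo-8 calcium fluorescence / Measure: Max/basal fluorescence ratio as % of EC20–EC100 ACh window / Benchmarks: low control EC20 acetylcholine (0%), high control EC100 acetylcholine (100%) / Replicates: one well per compound, no replicates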
# M5 antag: antagonists of human muscarinic M5 receptor (CHRM5); P08912; CHO-hM5 cells, Fluo-8 calcium fluorescence, ACh EC80; inhibition, % at 3 µM; 360,000 compounds, 0.59% hits;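 active = inhibition above a per-plate cutoff, the mean of that plate's test compounds plus 3 SD, cut at about 27% in these data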;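 note: 0% = acetylcholine EC80 with DMSO and 100% = DMSO without agonist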
# CHRM4 agonist: CHRM4 agonism in calcium assay; activation, % at 3 µM; 360,000 compounds, 0.14% hits; P08173; AID 624127; CHO-K1 hM4/Gqi5, Fluo-8 calcium fluorescence; vehicle 0%, full acetylcholine response 100%;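 active = activation above the run mean over all test wells plus 3 SD, cut at about 32% in these data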;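 note: peak over basal fluorescence ratio per well then scaled between controls; 0% = DMSO wells and 100% = acetylcholine at EC100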
# M4 antag: blocks acetylcholine activation of human M4 receptor; P08173; CHO-hM4 cells, ACh EC80, Fluo-8 calcium fluorescence; inhibition, % at 3 µM; 360,000 compounds, 0.73% hits;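 active = inhibition above its plate's cutoff, the mean inhibition of sample wells plus 3 SD, cut at about 27% in these data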;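 note: 0% = acetylcholine EC80 with DMSO and 100% = DMSO without agonist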
# CHRM5 agonist: agonists of human muscarinic M5 receptor (CHRM5); CHO-K1 hM5 cells, Fluo-8 calcium fluorescence; 0% DMSO wells, 100% maximal acetylcholine response; activation, % at 3 µM; 360,000 compounds, 0.19% hits;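 active = activation above the run's mean over test compounds plus 3 SD, cut at about 23% in these data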;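 note: signal is peak over basal fluorescence ratio across the kinetic read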
# CRFBP-R2 agonist: CRF-BP/CRF-R2 complex agonism; HEK293 CRF-R2/CRF-BP, calcium dye fluorescence (FLIPR); percent of saturating CRF peptide response; activation, % at 13.2 µM; 350,000 compounds, 0.46% hits; AID 588473;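 active = activation of at least 50%, plus an integration ratio under a set limit after plate pattern correction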;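 note: plate controls were neutral control wells without compound for no effect and CRF at EC100 for full effect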
# CHRM1 PAM: potentiates human M1 receptor response to acetylcholine; CHO-K1 hM1, Fluo-8 calcium fluorescence, ACh EC20; 0% = ACh EC20, 100% = maximal ACh; activation, % at 3 µM; 360,000 compounds, 0.088% hits; AID 588819; in the data active = activation above about 19%, passing the limit was not always enough
# An asterisk follows results filed as active; . = no result given. No enrichment for hits; 2.8% or so of the library scored in one or more.
SMILES,M1 antag,M4 PAM,M5 PAM,M5 antag,CHRM4 agonist,M4 antag,CHRM5 agonist,CRFBP-R2 agonist,CHRM1 PAM
Cc1ccc(C(C(=O)NC(C)(C)C)N(C(=O)c2csnn2)c2ccccc2F)o1 (stereo not given),-3.5,15.1,6.1,-4.9,0.0,3.5,0.9,-3.5,9.1
Oc1ccc(-c2nccc(-c3ccc(Cl)cc3Cl)n2)cc1,-8.4,18.7,4.4,10.3,-0.4,-12.8,-1.6,3.8,8.1
CCN(CC(=O)Nc1ccccc1OC)C(=O)COc1ccc(C#N)cc1,-24.2,4.1,1.9,-2.6,1.0,-6.8,-0.1,-0.1,20.0
COc1ccc(-c2nnc(SCC(=O)N3CCCc4ccccc43)o2)cc1OC,-13.4,15.6,7.2,-7.5,2.4,-2.2,-1.5,-0.6,8.0
O=C(O)c1ccc(-n2cccc2/C=C2/NC(=O)N(c3cccc(Cl)c3)C2=O)cc1,-11.9,11.1,6.8,5.3,0.4,-5.4,5.6,-2.3,12.3
C=CCn1c(SCC(N)=O)nc(C)cc1=O,-20.7,5.6,0.3,-2.1,0.1,-0.3,-2.0,2.5,4.5
COCC(=O)Nc1ccc(S(=O)(=O)NCCc2ccccc2)cc1,-5.4,2.1,5.3,-2.7,3.8,1.8,4.6,0.4,3.6
CCc1ccc(N=C2NC(=O)/C(=C/c3cc(OC)c(O)c(OC)c3)S2)cc1,7.2,-8.1,-12.0,12.8,17.5,17.8,23.8*,5.4,-3.7
COc1ccc(N(CC(=O)Nc2ccc(F)cc2F)S(=O)(=O)c2c(C)nn(C)c2C)cc1,-5.0,1.5,5.5,1.3,2.7,-4.2,-5.5,-1.1,7.3
COC(=O)c1oc(-c2ccc(Cl)cc2)nc1C,-2.8,-4.2,4.8,9.9,0.2,4.4,2.5,-1.0,3.4
O=C(CSc1nnc(Nc2ccccc2F)s1)NC(=O)CN1CCCC1=O,7.3,1.2,5.0,1.9,0.8,7.0,1.5,0.4,3.3
COc1ccc(C(=O)NN=C2CCCC2)cc1OC,1.2,-3.9,-2.1,1.5,2.6,-3.8,-0.3,2.5,0.8

# Five entries out of the list above, ordered by the number in M5 antag, highest first.
SMILES,M1 antag,M4 PAM,M5 PAM,M5 antag,CHRM4 agonist,M4 antag,CHRM5 agonist,CRFBP-R2 agonist,CHRM1 PAM
COc1ccc(N(CC(=O)Nc2ccc(F)cc2F)S(=O)(=O)c2c(C)nn(C)c2C)cc1,-5.0,1.5,5.5,1.3,2.7,-4.2,-5.5,-1.1,7.3
C=CCn1c(SCC(N)=O)nc(C)cc1=O,-20.7,5.6,0.3,-2.1,0.1,-0.3,-2.0,2.5,4.5
CCN(CC(=O)Nc1ccccc1OC)C(=O)COc1ccc(C#N)cc1,-24.2,4.1,1.9,-2.6,1.0,-6.8,-0.1,-0.1,20.0
COCC(=O)Nc1ccc(S(=O)(=O)NCCc2ccccc2)cc1,-5.4,2.1,5.3,-2.7,3.8,1.8,4.6,0.4,3.6
Cc1ccc(C(C(=O)NC(C)(C)C)N(C(=O)c2csnn2)c2ccccc2F)o1 (stereo not given),-3.5,15.1,6.1,-4.9,0.0,3.5,0.9,-3.5,9.1

# More compounds follow:
SMILES,M1 antag,M4 PAM,M5 PAM,M5 antag,CHRM4 agonist,M4 antag,CHRM5 agonist,CRFBP-R2 agonist,CHRM1 PAM
CCOC(=O)C1CCCN(CC(=O)c2ccc(F)cc2)C1 (stereo not given),57.0*,-11.9,-21.6,18.3,15.1,1.7,26.8*,0.2,-20.5
CN1CCN(NC(=O)c2c(-c3ccccc3)sc3ccccc23)CC1,-4.9,11.0,9.2,-0.1,0.5,1.2,-9.1,0.9,4.0
Cc1csc(NC(=O)Cc2ccccc2Cl)n1,-5.9,1.8,-6.0,16.3,1.5,-6.9,-2.2,-1.0,1.2
O=C(c1cc(-c2cccc(O)c2)on1)N1CCCCC1,-12.7,-3.7,0.5,-1.0,0.1,3.0,0.7,-0.9,21.1
COc1cc(/C=C(\C#N)C(=O)Nc2ccc(SC(F)F)cc2)cc(OC)c1OC,-1.6,8.0,10.5,-5.5,1.4,4.5,-0.3,0.9,1.5
COC(=O)c1cc(OC)c(OC)cc1NC(=S)NC(=O)c1ccco1,-6.8,0.0,-0.7,11.4,1.4,-6.3,-2.7,-0.8,1.9
Cc1ccc(-c2nc(C)sc2CC(=O)Nc2nnc(C)s2)cc1,6.6,1.8,-3.1,12.4,-1.4,-7.2,7.5,-1.9,7.2
Cc1ccc(/C=C/C(=O)NCc2cccs2)cc1,-10.6,9.6,0.1,2.1,0.2,0.3,-2.6,-2.9,4.6
C=CCC1NS(=O)(=O)OCC1C(C)C (stereo not given),-0.8,7.6,-0.5,10.8,0.0,-7.7,-1.4,0.9,-2.6
COCCCNC(=O)/C(=C\c1cccn1C)NC(=O)c1cccs1,-19.1,3.9,2.6,-3.2,1.7,-15.5,-0.2,6.5,10.7
Cc1ccc2c(CN3CCN(S(=O)(=O)c4ccccc4C(F)(F)F)CC3)cc(=O)oc2c1,19.7,-2.9,-23.0,7.8,16.6,10.3,6.9,1.9,-17.6
O=C(OC1CCOC1=O)c1cc(-c2cccc(Br)c2)nc2ccccc12 (stereo not given),-10.5,0.0,2.0,8.2,-1.2,5.4,-1.7,0.7,9.6
COc1ccc(-c2cc(C)no2)cc1S(=O)(=O)N(C)c1ccc(C)cc1,-3.5,-3.4,-1.4,-2.9,4.1,-3.9,-4.1,-0.9,-0.1
O=C1CN(C(=O)c2ccccc2F)C(c2ccc(F)cc2)c2cc(Br)ccc2N1 (stereo not given),-4.6,-2.4,-3.2,10.0,5.9,-7.4,-2.0,-0.1,6.4
O=S(=O)(c1ccc(-c2n[nH]c(=S)o2)cc1)N1CCCC1,-10.3,-3.4,4.0,5.4,-0.3,11.0,-1.8,-0.3,13.1
O=C(CC1CCCCC1)Nc1nc2ccccc2s1,-5.9,0.2,1.1,1.7,-1.2,1.5,-3.1,1.7,9.4
O=[N+]([O-])c1ccc(O)c(C=Nc2ccc3c(c2)OCO3)c1,-12.4,-5.7,-0.5,-3.1,0.6,-9.7,5.0,4.2,2.1
Cc1nc(SCc2nc3ccccc3[nH]2)c2oc3ccccc3c2n1,0.0,0.0,-8.3,3.4,6.2,-3.8,-4.5,0.9,1.5
COc1ccc(C(C)=O)cc1OCc1ccccc1,-1.2,2.9,1.3,-2.2,-0.1,-0.7,-1.7,-1.0,5.1
CCC(=Nc1ccc(Cc2ccncc2)cc1)c1c(O)n(C)c(=O)n(C)c1=O,-9.0,12.7,-0.4,-3.7,1.2,-4.4,0.3,-0.2,13.3
CN(Cc1ccc(F)cc1)C(=O)c1cccc(S(=O)(=O)N2CCN(c3ccccc3)CC2)c1,11.0,-15.4,-13.0,17.6,13.2,17.1,-1.8,-0.2,-8.2
COc1ccc(S(=O)(=O)N(CC(=O)NCc2ccco2)c2ccccc2OC)cc1,-4.7,-5.6,-0.8,5.7,11.4,1.2,-1.1,1.1,0.8
CCN(CC)CCCNC(=O)c1oc2ccc(S(=O)(=O)N3CC(C)CC(C)C3)cc2c1C (stereo not given),-4.5,-5.3,-5.8,14.2,0.5,7.4,-6.2,-0.7,-1.9
CCC(=O)n1nc(NCc2ccc(OC)c(OC)c2)nc1NCc1ccc(OC)c(OC)c1,2.6,-3.4,5.9,-1.6,2.8,-0.4,0.2,1.5,-0.8
CC(C)CC(c1nnnn1Cc1ccco1)N1CCN(c2cccc(Cl)c2)CC1 (stereo not given),-1.8,1.1,1.8,3.5,0.9,-7.3,-5.3,1.6,0.0
COC(=O)NC1CC2C=CC1C1C=CC21 (stereo not given),-4.1,-5.8,0.1,-4.7,0.7,7.1,0.3,4.2,-1.8
O=C(O)/C(=N/NC(=O)c1ccc(Cl)cc1)c1ccccc1,-5.7,6.8,-0.1,9.1,0.3,5.4,-2.5,-0.9,2.3
O=C(COC(=O)C12CC3CC(CC(Br)(C3)C1)C2)Nc1ccc2[nH]c(=O)[nH]c2c1,-18.9,0.3,-5.6,3.9,0.9,-20.8,4.4,-0.1,3.4
Cc1ccccc1Nc1nc(N)nc(COC(=O)C2CCCCC2)n1,-12.2,-4.4,-2.0,10.7,0.6,5.6,-1.5,-1.5,2.1
CCOc1ccc(N2CC(C(=O)Nc3cc(OCC)c(N4CCOCC4)cc3OCC)CC2=O)cc1 (stereo not given),-17.4,15.9,9.2,-7.6,0.4,-3.5,-4.8,-1.0,11.5
CC1(C(=O)OCC(=O)Nc2nc(-c3ccc(F)c(F)c3)cs2)CC1(Cl)Cl (stereo not given),28.9,-12.7,-16.2,13.9,8.6,10.2,-1.1,6.8,-14.5
COc1ccc(S(=O)(=O)NC2CCCC2)c(OC)c1,-14.5,7.0,16.9,-9.6,0.6,-1.9,-6.7,-0.1,18.8
O=C(COc1ccc(Cl)cc1)NNC(=O)c1ccc2c(=O)n3c(nc2c1)CCC3,-7.9,1.1,-3.2,8.8,-0.2,-3.8,1.0,-1.8,-0.1
O=C(c1cscn1)N1CCCC(N2CCN(c3ccc(F)cc3)CC2)C1 (stereo not given),-9.1,-2.5,1.5,-3.1,0.6,-1.1,-3.4,-0.4,6.5
CC(C(=O)Nc1ccc(F)cc1Cl)N1CCN(S(=O)(=O)c2cccs2)CC1 (stereo not given),-6.5,7.8,0.2,6.0,1.5,-12.2,-1.1,0.5,7.6
COc1ccc(Nc2nnc(SCC(=O)NC3CCCC3)s2)cc1,-7.9,0.8,0.2,13.4,2.1,-7.2,3.7,-1.6,4.3
O=C1CSc2ccc(C(=O)O)cc2N1,1.0,-3.0,2.6,0.6,0.6,6.8,1.2,1.0,3.8
COc1cc(Cl)c(C)cc1N1C(=O)CN(Cc2ccccc2)C1=S,-8.7,-3.1,-4.1,10.6,1.0,6.4,-5.7,-0.7,4.4
CC(=O)c1ccc(N2CCN(C(=S)Nc3cccc(F)c3)CC2)cc1,11.2,-0.9,-14.7,7.3,13.8,17.5,3.9,-3.2,-9.0
CCc1cc(=O)oc2cc(C)cc(OCc3nn[nH]n3)c12,-6.1,-0.8,3.3,-2.6,-0.1,2.1,-0.9,0.2,4.7
C=CCn1c(SCC(=O)NCCOC)nc2scc(-c3ccco3)c2c1=O,-14.3,-5.1,1.9,-0.5,0.0,6.2,0.7,1.5,2.2
COc1ccc(Br)cc1C1Nc2cccc3cccc(c23)N1,-11.7,10.3,-3.5,19.6,1.2,3.4,-1.5,2.4,6.0
COc1ccc(OC)c2sc(NNC(=O)C3COc4ccccc4O3)nc12 (stereo not given),-5.2,8.3,12.2,-2.0,0.3,3.0,1.1,-2.9,8.6
CN(C)c1nc(N(C)C)nc(N(C#N)CN2C(=O)c3ccccc3S2(=O)=O)n1,-3.6,6.3,-1.2,9.7,1.1,-7.1,-3.5,-1.3,10.5
O=C(NC(C(=O)c1ccccc1)c1ccccc1)c1ccccc1 (stereo not given),14.4,-5.8,-7.2,18.0,12.0,0.5,-5.5,-0.4,-5.3
COc1ccc(Cl)cc1-c1nc(SCC(=O)N(C)C2CCS(=O)(=O)C2)n[nH]1 (stereo not given),-3.2,4.1,9.1,8.3,1.2,-0.6,3.7,0.7,3.6
COc1ccc(-n2c(-c3ccccc3)c[n+]3c2CCC3)cc1,15.3,-7.4,2.9,2.2,0.7,2.3,-4.7,0.4,-12.4
CC(C)N1CC(=O)N2CSCC2C1=O (stereo not given),.,6.0,1.1,-0.6,0.6,4.9,4.5,.,.
